Screening data: PubChem BioAssay, National Center for Advancing Translational Sciences (NCATS)
Pf Dd2 inh = inhibitors of Plasmodium falciparum Dd2 growth; 120,000 compounds, 4.3% hits; P. falciparum Dd2 growth, SYBR Green, 72 h; AID 1347417; Potency, µM (doses to about 28.9 µM), without a hit: top-dose activity, negative = inhibition, actives largely listed as inhibitors; active means well fitted inhibition curve with a large enough effect; inconclusive means small, poorly fitted or top-dose-only effect; inactive means no such curve, though single readings can be large or run the other way;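 further: plate controls were DMSO vehicle for no effect and reference drug for full effect; nearly all actives have a fitted effect of over 65% in size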
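Infected erythrocytes (Dd2, 0.3% parasitemia, 2.5% hematocrit final) are added to compound in RPMI-1640/Albumax II medium, grown 72 h at 37C in low oxygen, then lysed with saponin/Triton-X containing SYBR Green and read by fluorescence.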
Active calls of the source: *; i = inactive; ? = inconclusive; [ ] = dose if it differs, or a comment. Potency means the concentration at half of the fitted maximal effect. Only part of the results is shown (hit frequency here may not be typical).

SMILES	Pf Dd2 inh
CCOc1ccc(S(=O)(=O)N(CC(=O)Nc2ccc3c(c2)OCO3)c2ccccc2)cc1	i
CC(C)CCN1CCCC2(CN[S+](=O)([O-])c3ccccc3N2)C1 (stereo not drawn)	?
O=C(NCc1cccc(C(F)(F)F)c1)c1cccc2c1CCN2C(=O)C1CC1	i
COc1cc2c(c(OC)c1)C(c1cccc(F)c1F)CC(=O)N2 (stereo not drawn)	25%
COC1CCC12CCN(C(=O)CCc1ccccc1)CC2 (stereo not drawn)	-9%
CCS(=O)(=O)c1nc(S(=O)(=O)c2ccc(C)cc2)c(NCCCOC)s1	?
Cc1ccc(C)c(NC(=O)CN2CCN(C3CCCCC3)C(=O)C2=O)c1	1%
CC(C)c1ccc(Cn2c(COc3ccccc3)nc3ccccc32)cc1	16%
Cn1cccc1CN1CCC2(CC1)COc1ccccc1NC2=O	?
CCOc1ccc(NC(=O)C2CC(=O)N(c3ccc(C(C)C)cc3)C2)cc1 (stereo not drawn)	16%
Cn1cc(CC(=O)N2CCCc3ncc(C(=O)N4CCN(CCO)CC4)cc32)c2ccccc21	17%
CCC(C(=O)N1CCC(n2cc(-c3nc(C(C)C)no3)nn2)C1)c1ccccc1 (stereo not drawn)	128%[activator]
O=C(Nc1ccccc1Cl)c1ccc(F)c(S(=O)(=O)NCc2ccc(Cl)c(Cl)c2)c1	i
O=C(c1cc(-c2ccccc2)n[nH]1)N1CCc2c(nc(-c3ccccc3)[nH]c2=O)C1	-10%
c1ccc2c(c1)ncc1nncn12	75%[activator]
O=C(NCCc1nc2ccccc2[nH]1)C1CCN(C(=O)N2CC3CC(C2)[C@H]2CCCC(=O)N2C3)CC1 (stereo partly drawn)	i
CCC1Oc2ccc(NC(=O)COc3ccccc3)cc2CN(Cc2ccc(F)cc2)C1=O (stereo not drawn)	?
COCCN1C(=O)CS(=O)C12CCN(C(=O)NCc1ccc(OC)cc1)CC2 (stereo not drawn)	?
COc1ccc(CNC(=O)[C@@H]2CCC[C@@H](NCc3nccs3)CN(C)C(=O)C2)cc1	37%[activator][44.1 µM]
COc1ccc(-c2nnc3n2CCN(C(=O)c2ccccc2F)C3)cc1	2%
CC(C)c1nc2ccc(C(=O)NCc3ccc(N(C)C)cc3)cc2o1	22%
Cc1cc2cc(-c3c(C)noc3C)nc(NCc3cccc(F)c3)c2o1	?
O=C([C@@H]1C[C@H](Oc2ccccc2)CN1S(=O)(=O)Cc1ccccc1)N1CCOCC1	1%
Fc1ccc(CNc2ncncc2-c2nc(-c3ccccc3)no2)cc1	?
COc1cc(S(=O)(=O)NCCc2c(C)[nH]c3ccc(C)cc23)ccc1Br	23%
Cc1nnc(-c2cc(-c3ccc(CO)cc3)ccn2)n1CCN1CCOCC1	-22%[44.1 µM]
Cc1ccc(C)c(S(=O)(=O)c2nnn3c2nc(Nc2ccc(C)c(C)c2)c2ccccc23)c1	28%
COc1ccc(C2Cn3nnc(-c4nc(-c5ccc(OC(F)(F)F)cc5)no4)c3CO2)cc1 (stereo not drawn)	-15%
O=C(NCc1ccccc1Br)c1ccc2c(c1)nc1n2CCOC1	12%
Cc1cc(C(=O)NCC2CC2)c2c(C3CCNC3)noc2n1 (stereo not drawn)	13%
CC(C)[S+](=O)([O-])N1CCN(c2ccc(Cl)nn2)C(=O)C1	-4%
Cc1ccc(C2=NC3(CCN(C(=O)c4ccccc4Cl)CC3)ON2)cc1	i
Cc1c(C(=O)NCc2ccccc2Cl)sc2nc[nH]c(=O)c12	8%
Cc1ccc(C(=O)c2c(N)c(C(=O)Nc3ccccc3Cl)c3ccccn23)cc1	41%[activator]
N#Cc1ccc(S(=O)(=O)N[C@H](Cc2ccccc2)C(=O)N2CCOCCNC(=O)CC2)cc1	2%
Fc1ccc(-c2ccnc3nc(C4CCC4)nn23)cc1	?
COc1ccc(C(=O)c2sc(Nc3cc(Cl)ccc3C)nc2N)cc1OC	54%[activator]
Cc1ccc(CN(Cc2ccco2)C(=O)c2ccccc2Cl)o1	i
COc1ccccc1CNC(=O)C1CCCN(c2nnc(-n3c(C)ccc3C)s2)C1 (stereo not drawn)	?
COc1ccc2cc(C3CN(S(=O)(=O)c4cn(C)cn4)CCO3)ccc2c1 (stereo not drawn)	5%
CC[C@H]1CN(S(=O)(=O)c2c(C)noc2C)CC[C@H]1CC(=O)N1CCC(C(=O)OC)CC1	-10%
COC(=O)[C@@H]1Cc2c([nH]c3ccccc23)[C@H]2C[C@@H](NCCNC(C)=O)C[C@@H](c3ccccc3F)N21	-7%
COc1ccc(OCc2cc(C(=O)NC(CO)C(C)C)no2)c2ccccc12 (stereo not drawn)	?
CNc1ccc(OC2CCN(C(=O)CCc3nc4ccccc4[nH]3)C2)nc1 (stereo not drawn)	i
O=C(CNC(=O)c1ccc(Cl)cc1)OCc1cc(=O)n2nc(C3CC3)sc2n1	-11%
COc1ccc(-c2noc([C@@H]3CCCN3C(=O)CCc3ccccc3)n2)cc1	i
N#Cc1cc(CN2CCCC(C(=O)Nc3cccc(-c4ccc(F)cc4)c3)C2)c[nH]1 (stereo not drawn)	10µM*
Cc1ccc(CNC(=O)c2c3c(nc4ccccc24)C(=O)N(C2CCCCC2)C3)cc1	i
CCOCc1nc(C2CCCN(C(=O)c3cccc(C)c3)C2)no1 (stereo not drawn)	-15%
CCn1nc(CC(C)C)cc1C(=O)N(C)C1CCCN(C2Cc3ccccc3C2)C1 (stereo not drawn)	?
Cc1ccc(-c2ncc(NC(=O)c3cccs3)cn2)cc1	i
O=C1N(Cc2ccccc2F)CCOC12CCN(Cc1ccccc1)CC2	?
COc1ccc(NC(=O)Cn2nc3n(c2=O)CCCCC3)cc1Cl	-15%
CCc1ccc(OCc2nc(-c3ccc(-n4cccc4)cc3)no2)cc1	18%
Cc1ccc(C(=O)N2CCC3(CC2)CC(O)CCO3)cc1 (stereo not drawn)	-18%
O=C(Cc1cccc(Cl)c1)NCc1nnc2ccc(-c3ccccc3)nn12	i
COc1ccc(CCNC(=O)c2ccc(CSCc3ccc(C)cc3)o2)cc1OC	13%
Cc1cccc(N2CCN(C(=O)CCNS(=O)(=O)c3ccc4c(c3)CCN4C(=O)C3CC3)CC2)c1C	2%
CCOc1ccccc1NC(=O)C1CCN(S(=O)(=O)c2cc(Br)cc3c2N(C(C)=O)CC3)CC1	?
Cc1cccc(-c2nnn3c2nc(NCCc2ccc(S(N)(=O)=O)cc2)c2cc(Cl)ccc23)c1	-3%

Next compounds follow.
SMILES	Pf Dd2 inh
Cc1ccc(C(=O)N2CCC(Oc3ccc(C(N)=O)cn3)CC2)cc1C	i
CC(C(=O)N1CCOCC1)N1C(=O)COc2ccc(C(=O)COc3ccc(Cl)cc3)cc21 (stereo not drawn)	i
CCn1c(=O)c2cc(C(=O)N(CC(C)C)CC(C)C)sc2c2ccccc21	?
COc1cccc(OCc2nc3c(n2Cc2ccccc2)C(=O)N(C)CCN3)c1	i
COc1ccccc1-n1nc(CC(N)=O)nc1-c1ocnc1C	-11%
CC1(C(=O)NC2CCOCC2)CCCc2cnc(Nc3ccccc3)nc21 (stereo not drawn)	9%[44.1 µM]
O=C(COc1ccccc1)Nc1ccc2c(c1)CN(CCc1ccc(F)cc1)C(=O)CO2	i
Cc1nn2c(c1-c1ccccc1C(C)C)N(Cc1cccc(C(=O)O)c1)CCC2	4.5µM*
COCc1nc(-c2ccc(OC3CCN(C(=O)CCc4ccc(OC)cc4)C3)cc2)no1 (stereo not drawn)	47%[activator][5.79 µM]
Cc1cc(-c2nc(-c3c(C)noc3C)cc3cc(C)oc23)ccn1	11µM*
Cc1ccc(-c2ccc3nnc(CNC(=O)c4ccoc4)n3n2)cc1C	-6%
CN1CCc2c([nH]c3ccccc23)C12CCN(C(=O)c1cccnc1)CC2	-15%
CCOc1ccc(CNC(=O)C(C)n2ncn3cccc3c2=O)cc1 (stereo not drawn)	-20%
COc1ccc(-c2onc(C)c2C)cc1S(=O)(=O)N(C)Cc1ccco1	i
O=c1ccc(-c2ccccc2F)c2n1C[C@H]1C[C@@H]2CN(S(=O)(=O)c2ccccc2)C1	-2%[44.1 µM]

14 of the compounds above, bar-delimited:
SMILES | Pf Dd2 inh
CC(C(=O)N1CCOCC1)N1C(=O)COc2ccc(C(=O)COc3ccc(Cl)cc3)cc21 (stereo not drawn) | i
CCn1c(=O)c2cc(C(=O)N(CC(C)C)CC(C)C)sc2c2ccccc21 | ?
COc1cccc(OCc2nc3c(n2Cc2ccccc2)C(=O)N(C)CCN3)c1 | i
COc1ccccc1-n1nc(CC(N)=O)nc1-c1ocnc1C | -11%
CC1(C(=O)NC2CCOCC2)CCCc2cnc(Nc3ccccc3)nc21 (stereo not drawn) | 9%[44.1 µM]
O=C(COc1ccccc1)Nc1ccc2c(c1)CN(CCc1ccc(F)cc1)C(=O)CO2 | i
Cc1nn2c(c1-c1ccccc1C(C)C)N(Cc1cccc(C(=O)O)c1)CCC2 | 4.5µM*
COCc1nc(-c2ccc(OC3CCN(C(=O)CCc4ccc(OC)cc4)C3)cc2)no1 (stereo not drawn) | 47%[activator][5.79 µM]
Cc1cc(-c2nc(-c3c(C)noc3C)cc3cc(C)oc23)ccn1 | 11µM*
Cc1ccc(-c2ccc3nnc(CNC(=O)c4ccoc4)n3n2)cc1C | -6%
CN1CCc2c([nH]c3ccccc23)C12CCN(C(=O)c1cccnc1)CC2 | -15%
CCOc1ccc(CNC(=O)C(C)n2ncn3cccc3c2=O)cc1 (stereo not drawn) | -20%
COc1ccc(-c2onc(C)c2C)cc1S(=O)(=O)N(C)Cc1ccco1 | i
O=c1ccc(-c2ccccc2F)c2n1C[C@H]1C[C@@H]2CN(S(=O)(=O)c2ccccc2)C1 | -2%[44.1 µM]

Carrying on:
SMILES	Pf Dd2 inh
Cc1ccc(-n2c(C3CCN(C(=O)c4nn(C)c5ccccc45)CC3)n[nH]c2=O)cc1	?
N#C/C(=C\c1ccc(-c2ccc(F)cc2F)o1)c1nc2ccccc2[nH]1	?
Cc1nc2ccc(C(=O)NCc3cccnc3Oc3ccccc3C)cc2[nH]1	-13%
CCNC(=O)NC[C@@H]1C=C(C)[C@H](CC(=O)NCc2ccccn2)C[C@H]1C(C)C	-2%[44.1 µM]
COCCn1nnnc1C1CC2(CCOCC2)C(=O)N1Cc1cccnc1 (stereo not drawn)	-10%
Cc1ccc(-c2cn3c(n2)N(C(=O)c2cnccn2)CCC3)cc1	?
O=C(Cn1ccn2nc(-c3ccccc3)c(CO)c2c1=O)N1CCN(c2ccccc2)CC1	?
COc1cccc(-n2c(SCC(=O)Nc3nnc(C)s3)nc3c([nH]c4ccccc43)c2=O)c1	?
CC(C)CCN1C(=O)CC[C@@]2(C(=O)NCc3ncc[nH]3)CCCC[C@H]12	8%
O=C(CN1C(=O)NC2(CCS(=O)(=O)CC2)C1=O)NC1CCCCC1	-3%
COc1ccc(-c2noc([C@@H]3Cc4nc[nH]c4CN3Cc3ccc(NC(C)=O)cc3)n2)cc1	?
O=C(NC1CCCC1)NC1CC(c2nnc(CO)n2C2CC2)C1 (stereo not drawn)	-14%
COc1ccc(-c2onc(C)c2C)cc1S(=O)(=O)NCC1CCN(Cc2cccc(F)c2)CC1	?
COc1cc(-c2noc(-c3ncn4c3COC(c3ccc(F)cc3)C4)n2)cc(OC)c1OC (stereo not drawn)	11µM*
CNC(=O)c1ccc(NC(=O)COc2ccc(-c3nn(C)c(=O)c4ccccc34)cc2)cc1	-22%
CCCOc1ccc(CNC(=O)c2[nH]c3cc(OC)ccc3c2Sc2ccccc2)cc1	53%[activator]
CCNc1ncnc2sc3c(c12)CCN(C(=O)COC)C3	-9%
CCOC(=O)c1c(C)[nH]c(C)c1S(=O)(=O)N(C)CC(=O)Nc1cccc(Cl)c1C	-7%
Cc1ccc(CN2CCCC(CNC(=O)NC(C)C)C2)cc1C (stereo not drawn)	i
COc1ccccc1CNC(=O)C(=O)NCC(c1cccs1)S(=O)(=O)c1cccs1 (stereo not drawn)	-1%
CC(C)CCNC(=O)Cn1ccn2nc3c(c2c1=O)CCCC3	-9%
CCN1c2cc(C(=O)Nc3ccc(C)cc3C)ccc2C(=O)N2CCCCCC21 (stereo not drawn)	i
Cc1ccc(-n2c(CCC(=O)O)ccc2-c2cccs2)cc1Cl	2%
COCCn1c(=O)c2c(n1Cc1ccccc1)CN(Cc1ccccc1O)CC2	i
CN1CC2(CCN(Cc3ccc(C#N)cc3)CC2)CC(c2ccccc2)C1=O (stereo not drawn)	i
Cc1nnc(-c2cc(-c3ccccc3)ccn2)n1CCN1CCOCC1	i
Cc1cccc(CN2CCC(CNC(=O)c3c(C)oc4ncnc(N5CCCCC5)c34)CC2)c1	-8%
CCN(CC)S(=O)(=O)NC1CCCN(CCCc2ccccc2)C1 (stereo not drawn)	-2%
O=Cc1cccc(-c2ccc(F)cc2F)c1	-11%[44.1 µM]
COc1ccc(C(=O)/C=C/c2cn(CC(O)CN3CCc4ccccc43)c3ccccc23)cc1 (stereo not drawn)	-3%
CN(CCO)c1ccc(C(=O)N2CCC(Oc3cccnc3)CC2)cn1	-28%
O=C(NCc1cccnc1)c1nc(-c2cccc(C(F)(F)F)c2)c2cnccn12	?
Cc1noc(CC2CCOC3(CCN(Cc4ccc(F)cc4F)CC3)C2)n1 (stereo not drawn)	i
CCc1nc(-c2ccc(OC3CCN(Cc4cc(F)ccc4F)C3)cc2)no1 (stereo not drawn)	28%[5.79 µM]
O=C1Nc2ccccc2CC12CCN(CC1CC1)C2 (stereo not drawn)	-11%[44.1 µM]
COc1ccccc1N1CCN(C(=O)Cn2c(=O)nc(-c3ccccc3)c3cc(Cl)ccc32)CC1	-15%
CN1CCN(c2nc3c(c(=O)[nH]2)CCN(Cc2ccc(Br)s2)CC3)CC1	19%[5.79 µM]
CCc1ccccc1NC(=O)N1CC(CC)Oc2ccc(Cl)cc21 (stereo not drawn)	10%
COc1ccc(C(=O)N2CCc3nc(-c4ccccc4)nc(-c4ccc(OC)cc4)c3C2)cc1	?
